Tb PYK inh: blocks Trypanosoma brucei pyruvate kinase; Q57TT1; TbPYK enzyme, Kinase-Glo Plus ATP luminescence, 45 min; Potency, µM (series often up to 76.8 µM), for the others: at the highest dose activity, negative = inhibition, actives largely listed as inhibitors; 410,000 compounds, 0.12% hits; AID 624173; note: potency is the fitted concentration of half-maximal effect; nearly all actives have a fitted effect of over 50% in size
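In this concentration-response screen, enzyme-free wells defined baseline while DMSO plates tracked drift. Each reaction combined TbPYK, substrate, compound and 130 uM ADP for 45 min at room temperature. Kinase-Glo Plus luminescence gave the signal.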
LmPK inhibitor: LmPK (Leishmania mexicana) enzyme inhibition; Q27686; 290,000 compounds, 0.37% hits; Potency, µM (titrated, usually from 57.5 µM), for inactives: at the highest dose activity change, negative = inhibition, hits mostly inhibitors; AID 1721; purified LmPK, Kinase-Glo ATP luminescence, 1 h; note: potency is the fitted concentration of half-maximal effect
Target sequence (Q27686 whole entry, looked up): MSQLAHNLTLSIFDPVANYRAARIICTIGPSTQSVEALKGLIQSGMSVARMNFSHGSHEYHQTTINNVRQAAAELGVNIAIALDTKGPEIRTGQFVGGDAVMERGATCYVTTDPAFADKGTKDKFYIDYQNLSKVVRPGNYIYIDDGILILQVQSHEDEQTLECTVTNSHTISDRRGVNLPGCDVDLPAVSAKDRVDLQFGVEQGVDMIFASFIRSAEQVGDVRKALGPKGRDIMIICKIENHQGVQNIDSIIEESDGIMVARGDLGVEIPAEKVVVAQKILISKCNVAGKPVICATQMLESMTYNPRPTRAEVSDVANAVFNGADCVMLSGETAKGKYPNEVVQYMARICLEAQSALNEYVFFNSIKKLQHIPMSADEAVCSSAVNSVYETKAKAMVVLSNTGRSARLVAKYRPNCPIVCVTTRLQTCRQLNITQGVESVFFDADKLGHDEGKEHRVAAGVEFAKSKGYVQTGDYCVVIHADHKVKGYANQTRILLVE
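In 50 mM imidazole pH 7.2 with 7 mM MgCl2, LmPK (0.1 nM) turned over PEP (0.5 mM) and ADP (0.1 mM) for 1 h at room temperature. Luciferase read-out of ATP.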
AmpC inh detg: blocks E. coli AmpC beta-lactamase in detergent assay | P00811 | AmpC hydrolysis of nitrocefin, absorbance 480 nm, 0.01% Triton | Potency, µM (highest dose often 114 µM), for the others: at the top dose activity change, negative = inhibition, actives largely listed as inhibitors | 370,000 compounds, 0.041% hits;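 note: potency is the fitted concentration of half-maximal effect; 0% = no-compound wells and -100% = no-enzyme wells; nearly all actives have a fitted effect of over 25% in size; some results filed as inactive show a strong effect at the top dose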
Target sequence (P00811 whole entry, looked up): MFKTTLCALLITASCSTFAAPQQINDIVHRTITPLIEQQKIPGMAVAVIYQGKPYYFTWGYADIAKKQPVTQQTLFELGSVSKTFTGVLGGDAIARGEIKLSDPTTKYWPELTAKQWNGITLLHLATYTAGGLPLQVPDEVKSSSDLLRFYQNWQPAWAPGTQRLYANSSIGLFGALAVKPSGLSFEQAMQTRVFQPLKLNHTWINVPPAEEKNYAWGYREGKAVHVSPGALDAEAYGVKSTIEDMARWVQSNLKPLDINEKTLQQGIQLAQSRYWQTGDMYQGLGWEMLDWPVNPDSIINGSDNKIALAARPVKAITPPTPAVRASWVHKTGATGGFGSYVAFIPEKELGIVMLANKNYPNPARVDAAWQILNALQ
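20 mM phosphate pH 7.0 + 0.01% (detergent screen) or 0.0001% Triton X-100; 5.3 nM AmpC reagent; cpd preinc 15 min RT; nitrocefin (800 uM stock) to start; A480 q20 s × 4 min; Activity was normalised to no-enzyme and no-compound control wells.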
HCV inhibitor: inhibitors of hepatitis C virus infection; Potency, µM (highest dose often 41.8 µM), for the others: at the top dose activity change, negative = inhibition, actives largely listed as inhibitors; 340,000 compounds, 3.4% hits; Huh7.5.1 HCVcc-Cre infection, luciferase reporter, 44 h; note: potency is the fitted concentration of half-maximal effect
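Cells (1,000/well) were plated 4 h before compound, then infected with HCVcc-Cre virus (~0.5 moi). After 44 h further culture, infection was read as luciferase luminescence following a 15 min substrate incubation at room temperature.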
AmpC inh no detg: AmpC beta-lactamase inhibition without detergent; P00811; AmpC nitrocefin hydrolysis, absorbance 480 nm, 0.0001% Triton; Potency, µM (doses to about 57.1 µM), for the others: at the top dose activity change, negative = inhibition, actives largely listed as inhibitors; 330,000 compounds, 0.52% hits; AID 485341;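 note: potency is the fitted concentration of half-maximal effect; plate controls were no compound for no effect and no enzyme for full effect; nearly all actives have a fitted effect of over 20% in size; some results filed as inactive show a strong effect at the top dose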
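AmpC (5.3 nM in the dispensed reagent) in 20 mM phosphate pH 7.0 with 0.01% (detergent screen) or 0.0001% Triton X-100 was preincubated with compounds for 15 min at room temperature. Nitrocefin was then added from an 800 uM solution, and hydrolysis was followed at 480 nm.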
AMA1 RON2 block: disrupts binding of P. falciparum AMA1 to RON2; AID 720542; Potency, µM (titrated, usually from 58.2 µM), for the others: at the top dose activity change, negative = inhibition, usual class: inhibitors; 360,000 compounds, 0.2% hits; AlphaScreen AMA1-biotinylated RON2 peptide binding;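 note: potency is the fitted concentration of half-maximal effect; 0% = vehicle wells and -100% = peptide control; nearly all actives have a fitted effect of over 45% in size; some results filed as inactive show a strong effect at the top dose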
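AMA1 (3D7) with his tag at 25 nM final met compounds first, then biotinylated RON2 peptide at 25 nM; detection used donor plus acceptor beads, 10 µg/mL apiece, read by AlphaScreen after 30 min at room temperature.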
HCMV inh: human cytomegalovirus inhibition; HFF cells, HCMV-luciferase reporter, 72 h; hits give low values; 410,000 compounds, 4.5% hits; activity change, negative = inhibition, % at 57.5 µM; in the data active = activity change below about -60%; inconclusive = no clear call, values can overlap the other calls; inactive = above about -39%
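Inhibition of viral replication was scored as loss of reporter luminescence in HFFs infected with HCMV-luciferase (MOI 1 PFU/cell) for 72 h; compounds tested at 2 doses, normalized to buffer and Salinomycin controls.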
* marks the source's active call; other numbers are inactive results; ? = inconclusive; / = no result given; [ ] = remark or other dose. Unless noted, calls come from the whole dose curve; as a rule, active = well fitted curve in the direction sought with a large enough effect; inconclusive = small, poorly fitted or top-dose-only effect, or another doubt; inactive = no such curve, though single readings can be large; an effect the other way counts as inactive or inconclusive. Unless noted, % is set by controls: 0 for no effect and ±100 for the full control effect.

structure,Tb PYK inh,LmPK inhibitor,AmpC inh detg,HCV inhibitor,AmpC inh no detg,AMA1 RON2 block,HCMV inh
CC(=O)Nc1ccc(S(=O)(=O)NCc2ccc3c(c2)CCN3C(C)=O)cc1,6%,/,9%,/,/,/,?
CCn1c(SCC(=O)Nc2ccc3c(c2)OCCO3)nnc1C(C)C,-6%,1%,-11%,13%,-16%,2%,10
CC(C)Cc1nnc(NC(=O)c2cc3c(s2)CCC3)s1,-4%,-1%,-4%,7%,-25%,-24%,31
CC(=C\C(=O)O)/C(=C/c1ccco1)C(=O)O,-6%,7%,3%,9%,-4%,-9%,0
O=C(c1[nH]c(C(F)(F)F)nc1-c1ccccc1)N1CCN(c2ncc(C(F)(F)F)cc2Cl)CC1,-1%,/,/,/,/,-2%,-5
Cc1ccc(S(=O)(=O)Nc2cc(-c3nn(C)c(=O)c4ccccc34)ccc2N2CCOCC2)cc1,-9%,-10%,-3%,?,-5%,-11%,52
Cc1ccc(Cl)c(OCC(=O)OCC(=O)NC2CCCc3ccccc32)c1 (stereo not drawn),2%,3%,-13%,1%,-12%,0%,-14
COc1cc(CNCCc2c[nH]c3ccccc23)ccc1OCc1ccc(F)cc1,-5%,0%,-12%,13µM*,15%,-22%,17
CCOc1ccc(N2C(=O)c3cccnc3C2Nc2ccc(C)c(C)c2)cc1 (stereo not drawn),-2%,4%,-19%,-4%,48%,-14%,2
CC1CCN(C(=O)/C(=C\c2ccccc2F)NC(=O)c2ccccc2)CC1,1%,0%,3%,-24%,9%,0%,-14
Cc1cccc(-n2c(C)cc(C(=S)N3CCOCC3)c2C)c1C,-13%,5%,-1%,-19%,190%[activator],-10%,0
Cc1cc(C)cc(OCC(=O)N(Cc2ccc(C)o2)C2CCS(=O)(=O)C2)c1 (stereo not drawn),-3%,/,24%,/,/,/,-13
CC(OC(=O)Cc1c(F)cccc1Cl)C(=O)NCCC1=CCCCC1 (stereo not drawn),-12%,0%,-9%,6%,0%,-8%,-16
COC(=O)c1ccc(S(=O)(=O)N2Cc3ccccc3C2)cc1,-1%,10%,8%,?,-2%,12%,-26
N#CCC(=O)N/N=C/c1cc([N+](=O)[O-])ccc1N1CCOCC1,5%,-3%,-6%,-16%,-28%,-13%,-38
CN(C)/N=C1\CCS(=O)(=O)c2sccc21,1%,0%,5%,?,-20%,4%,-30
CCOc1ccc(-c2nc(N)ncc2Oc2ccccc2Br)c(O)c1,-1%,1%,-17%,?,4%,-6%,-36
Cc1ccc2nc(N(Cc3cccnc3)C(=O)c3cccs3)sc2c1,-4%,/,0%,/,/,/,-28
C/C=C/c1ccc(OCCCCN2CC(C)CC(C)C2)c(OC)c1 (stereo not drawn),-12%,-5%,-1%,?,3%,-29%,-24
O=C(Nc1cccc2ccccc12)NC1CC1,4%,/,/,/,/,0%,-35
Cc1cccc(N2CCN(C(=O)c3ccc(NC(=O)c4nsc5ccccc45)cc3)CC2C)c1 (stereo not drawn),-4%,/,0%,/,/,/,61
CN(C)C(=O)Nc1cccc(OC(=O)N(C)C)c1,-5%,0%,2%,0%,-7%,-8%,-1
CN1C(=O)CC(N2CCN(CC(N)=O)CC2)C1=O (stereo not drawn),-4%,0%,?,17%,0%,-14%,-14
O=C(/C=C/c1c(F)cccc1Cl)c1ccc(F)cc1,2%,-24%,0%,9%,3%,4%,-5
COc1ccc(-c2cnn3cc(-c4cccc(Cl)c4)cnc23)cc1,-10%,6%,0%,-3%,-13%,-4%,-14
O=C(Nc1ccon1)Nc1cccc(Cl)c1Cl,-3%,6%,1%,-4%,-12%,-13%,31
COC(=O)c1c(NC(=O)CCCOc2cccc(C)c2)sc2c1CCC2,-6%,/,12%,/,/,/,5
O=C(COC(=O)c1ccc([N+](=O)[O-])o1)NCc1ccccc1,-6%,/,/,8%,-23%,-8%,-9
S=C(NCc1ccco1)Nc1ccc(Br)cc1Cl,-1%,0%,0%,-3%,-38%,41%[activator],-28
O=c1[nH]c2ccc(NCc3ccc(-c4ccccc4)o3)cc2[nH]1,-4%,/,24%,/,/,/,-12

The last 4 compounds of the section above are carried over, then new ones follow.
structure,Tb PYK inh,LmPK inhibitor,AmpC inh detg,HCV inhibitor,AmpC inh no detg,AMA1 RON2 block,HCMV inh
COC(=O)c1c(NC(=O)CCCOc2cccc(C)c2)sc2c1CCC2,-6%,/,12%,/,/,/,5
O=C(COC(=O)c1ccc([N+](=O)[O-])o1)NCc1ccccc1,-6%,/,/,8%,-23%,-8%,-9
S=C(NCc1ccco1)Nc1ccc(Br)cc1Cl,-1%,0%,0%,-3%,-38%,41%[activator],-28
O=c1[nH]c2ccc(NCc3ccc(-c4ccccc4)o3)cc2[nH]1,-4%,/,24%,/,/,/,-12
CC(=NCCc1ccccc1)c1c(O)[nH]c(=O)[nH]c1=O,3%,-5%,-10%,2%,-8%,-14%,6
CCc1nc2c(OCCC3CCCCC3)cccn2c1N(C=O)Cc1ccc(OC)cc1,-2%,/,/,/,/,-25%,28
O=C(NCCc1cccc(F)c1)/C(=C/c1cccnc1)NC(=O)c1ccccc1,0%,-1%,?,-25%,-19%,-3%,-38
O=C(COC(=O)CSc1nnc(-c2ccc(Cl)cc2)o1)Nc1cc(Cl)ccc1Cl,-9%,2%,-8%,1%,-20%,5%,-8
COc1cc(/C=N/Nc2ncc(C(F)(F)F)cc2Cl)cc(OC)c1O,0%,0%,-3%,-6%,11%,23%,5
Cc1c(NCc2nc3ccccc3[nH]2)c(=O)n(-c2ccccc2)n1C,4%,0%,?,18%,-34%,68%[activator],14
COc1ccc(N2CCN(c3ccc(-c4nc(-c5ccccc5)no4)cc3[N+](=O)[O-])CC2)cc1,0%,/,-2%,/,/,/,-10
O=C1OCCC1=CN1CCCCC1,-4%,/,/,/,/,-9%,1
O=C(CCN1C(=O)C2C3C=CC(C4CC34)C2C1=O)Oc1cccc2cccnc12 (stereo not drawn),-11%,1%,?,?,-12%,-16%,-95*
CCN1C(=O)N[C@@H](c2cccc(C(F)(F)F)c2)[C@@H](C(=O)OC)[C@H]1C,1%,-4%[11.5 µM],/,7%,/,1%,-17
CCN(CC)C(=O)Cn1cc(S(=O)(=O)CC(=O)Nc2ccc3c(c2)OCCO3)c2ccccc21,1%,-3%[11.5 µM],4%,1%,-30%,-4%,-7
CC(CNC(=O)CN1C(=O)NC2(CCCCC2C)C1=O)c1ccccc1 (stereo not drawn),-7%,/,?,25%,-16%,4%,-16
Nc1ccc(Cn2ccc3c4c(N)nc(N)nc4ccc32)cc1,-7%,/,/,?,/,?,-99*
Cc1ccc(-c2nnc3ccc(SCC(=O)NCc4ccco4)nn23)cc1,-8%,9%,-20%,?,-13%,3%,6
Cc1ccc(S(=O)(=O)N2[C@@H](c3ccc(Cl)cc3)C(C(=O)O)=CC[C@H]2c2ccc(Cl)c(Cl)c2)cc1,2%,/,-12%,15%,-2%,24%,-64*
O=C(Nc1ccccc1Cl)c1cccc(NC(=O)c2cccs2)c1,4%,-2%,3%,/,-60%,4%,?
O=C(NCCC(F)(F)F)c1cccc2c(-c3ccc(F)c(F)c3)coc12,7%,/,/,/,/,-1%,-21
COc1ccc(CN2CCN(c3ccccn3)CC2)c(OC)c1,/,-3%,-3%,-7%,-6%,13%,104
Cc1ccc2nc(N3CCN(c4ccc(F)cc4)CC3)c3nnnn3c2c1,-9%,/,-5%,/,/,/,-32
Cc1ccc(S(=O)(=O)N2CCC(=O)N([C@H](COCc3ccc(C(F)(F)F)cc3)Cc3ccccc3)CC2)cc1,-13%,/,/,/,/,1%,-25
Cc1ccc(Cl)cc1N(C)C(=O)Cn1nc(Cc2cccnc2)c2ccccc2c1=O,-2%,/,0%,/,/,/,-62*
COC(=O)C[C@H]1C[C@@H]2c3cc(NS(=O)(=O)c4ccc(OC)cc4)ccc3O[C@@H]2[C@H](CO)O1,-3%,/,/,/,/,-2%,15
CC1(C)Cc2c(C#N)c(NCCO)nc(-c3ccco3)c2CO1,-8%,0%,5%,?,20%,2%,13
O=C(NNS(=O)(=O)c1ccc(F)cc1)c1ccccc1O,0%,4%,6%,17%,-48%,41%[activator],40
COc1ccc(OCC(=O)N2CCN(Cc3nc4cc([N+](=O)[O-])ccc4n3C)CC2)cc1,1%,0%,-6%,?,116%[activator],-5%,?
Nc1nc(NCc2ccccc2)nc(-c2ccccc2)n1,5%,7%,1%,10µM*,-17%,2%,106
Cc1nc(-c2cccc(F)c2)sc1CCNC(=O)Cc1ccc(F)cc1,1%,/,-15%,/,/,/,6
O=C(NC1CCCCC1)c1ccc2c(=O)n(CC3CCCO3)c(=O)[nH]c2c1 (stereo not drawn),-1%,-3%,1%,11%,2%,9%,17
O=C(Nc1ncc(Cc2ccccc2)s1)C1=NCCN1,0%,2%,-1%,4%,-22%,53%[activator],13
Cc1c(C(=O)N2CCOCC2)oc2c1C(=O)CC(C)(C)C2,-1%,-2%,-11%,4%,1%,-6%,5
CCOc1cc(/C=N/NC(=O)CNc2cccc(C)c2)ccc1OC(=O)c1ccccc1,-4%,2%,3%,-9%,-20%,-8%,0
CCOc1ccccc1Nc1cc(C)nc2nc(C)nn12,-2%,4%,-1%,-4%,-3%,-4%,44
O=C(N/N=C/c1ccncc1)C1C2CCCCCCC21 (stereo not drawn),-3%,2%,-8%,28%,-7%,-4%,-13
COc1ccccc1Sc1ccccc1CC(C)N (stereo not drawn),5%,-2%,9%,?,34%,2%,-11
COc1ccc2c(c1)[nH]c1c(=O)n(/N=C/c3ccc(OC)c(CN4CCCC4)c3)cnc12,0%,0%,2%,?,69%[activator],-13%,-20
CCCNC(=O)C1(C)CCCN(C(=O)c2ccc(F)cc2Cl)C1 (stereo not drawn),-7%,/,/,/,/,-9%,-20
N#Cc1c(-c2ccccc2)nc(SCC(=O)N2c3ccccc3Sc3ccccc32)[nH]c1=O,7%,3%,-7%,25%,-23%,-8%,-8

From PubChem BioAssay
